Screening data deposited in PubChem BioAssay by National Center for Advancing Translational Sciences (NCATS).
Pf Dd2 inh = qHTS Primary assay for Inhibitors of Plasmodium falciparum Dd2 growth in vitro | P. falciparum Dd2 growth, SYBR Green, 72 h | Potency, µM (highest dose often 28.9 µM), for inactives: at the highest dose activity, negative = inhibition, usual class: inhibitors | 120,000 tested, 4.3% active; active = well fitted inhibition curve with a large enough effect; inconclusive = small, poorly fitted or top-dose-only effect; inactive = no such curve, though single readings can be large or run the other way;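 also: plate controls were DMSO vehicle for no effect and reference drug for full effect; nearly all actives have a fitted effect of over 65% in size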
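Infected erythrocytes (Dd2, 0.3% parasitemia, 2.5% hematocrit final) are added to compound in RPMI-1640/Albumax II medium, grown 72 h at 37C in low oxygen, then lysed with saponin/Triton-X containing SYBR Green and read by fluorescence.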
* marks the source's active call; other numbers are inactive results; i = inactive; ? = inconclusive; [ ] = dose if it differs, or a comment. Potency is read from the fitted curve at half-maximal effect.

| mol | Pf Dd2 inh |
| --- | --- |
| CCC(=O)N1CCN(c2nc3c(s2)CN(C(=O)CC)CC3)CC1 | -15% |
| CN(C)c1ccc(CN2CC[C@H](c3nc4c(C(N)=O)cccc4[nH]3)C2)cc1 | ? |
| O=C(c1ccc2cc[nH]c2c1)N1CCC2(CC1)N=C(c1ccccc1)NO2 | i |
| Cc1cccc(NC(=O)N2CCCCC2c2noc(COCC3CC3)n2)c1 (stereo not given) | 0% |
| COc1ccc(NC(=O)Nc2cccc(-c3ccc(N4CCOCC4)nn3)c2)cc1 | ? |
| COc1cccc(-c2cc(C(=O)Nc3ccc(C)cc3)[nH]n2)c1 | -7% |
| CN1C(=O)c2ccccc2Sc2ccc(NC(=O)Cc3c(F)cccc3Cl)cc21 | -17% |
| Cc1nn(C)c(C)c1CCNC(=O)Nc1cccc(Cl)c1C | 29% |
| CC(C)(C)c1ccc(C(=O)NCC(c2cccs2)S(=O)(=O)c2cccs2)cc1 (stereo not given) | -19% |
| CN(Cc1cccc(C(=O)Nc2cccc(C#N)c2)c1)CC1COCCO1 (stereo not given) | -7% |
| c1cnc2c(-n3nc(C4CCOCC4)nc3C3CC3)cccc2c1 | 2% |
| Cn1cccc1C(=O)N1CC[C@H](NC(=O)Nc2ccc(F)cc2F)[C@H]1C(=O)N[C@H](Cc1ccccc1)C(N)=O | ? |
| COc1cc(-c2cc3c(nc2-c2ccccc2)nc(C(=O)NC2CCN(C)CC2)n3C)ccn1 | ? |
| CCOc1ccc(NC(=O)c2cc(S(=O)(=O)NC3CCCCCC3)ccc2F)cc1 | 4µM* |
| Cc1cccc(-c2ocnc2C(=O)N2C[C@@H](Oc3ccccc3)C[C@H]2C(=O)N2CCCC2)c1 | -9% |
| Cc1ccc(N2CCN(C(=O)c3cn(C)c4ccc(S(=O)(=O)N(C)C5CCCCC5)cc4c3=O)CC2C)cc1 (stereo not given) | 14% |
| CC1=C[C@@H](CNC(=O)c2ccc(C#N)cc2)[C@H](C(C)C)C[C@H]1CC(=O)NCCN(C)C | ? |
| O=c1[nH]c2ccccc2c(=O)n1-c1ccc(Cl)c(Cl)c1 | 4% |
| Cn1nccc1-c1ccc2ncn(-c3ccccc3)c(=O)c2n1 | ? |
| COCCOC1CCN(S(=O)(=O)c2cccc(OC)c2)CC1 | 26% |
| CCN1CCN(C(c2cccc(OC)c2)c2c(O)cc(C)n(Cc3ccco3)c2=O)CC1 (stereo not given) | 12% |
| O=C(C[C@H]1NC(=O)c2ccccc2NC1=O)NCCc1ccc(O)cc1 | ? |
| Cc1ccc(C(=O)N2CC(Oc3ccc(F)cc3C)C2)cc1 | 11µM* |
| Cc1ccc(CCNS(=O)(=O)c2c(C)nc3sc(C)c(C)n3c2=O)cc1 | -11% |
| Cc1ccc(C2CC(=O)N(Cc3ccccc3)c3c2c(C)nn3-c2nc(C)cc(C)n2)cc1 (stereo not given) | ? |
| CCN(CC)C(=O)[C@@H]1CCCN1[C@@H](C(=O)NC)C1CC1 | 0%[44.1 µM] |
| COc1cccc(-c2nc3cc4c(cc3cc2CN2CCOCC2)OCO4)c1OC | -30% |
| COc1cc2c(cc1OCc1ccccc1)NC(=O)C21CCN(Cc2nccs2)CC1 | ? |
| CC1(C)CC(=O)C=C(C(=O)N2CCCC(N3CCN(c4ccccc4F)CC3)C2)O1 (stereo not given) | -10% |
| CC(c1cccs1)N(C)[S+](=O)([O-])c1cccc(C(F)(F)F)c1 (stereo not given) | -16% |
| CN1CCc2nc(N3CCOCC3)[nH]c(=O)c2CC1 | 10%[5.79 µM] |
| Cc1ccc(-c2cc3c(ccn3CC3CCN([S+](C)(=O)[O-])CC3)c(N3CCOCC3)n2)cn1 | i |
| CCOc1ccccc1-n1ccnc(NCc2ccc(F)cc2)c1=O | 23% |
| COc1cccc(CC(=O)N2CCC(CC(=O)NCc3ccccc3)C2)c1 (stereo not given) | i |
| Cc1cccc(-n2nc(C)c(CCC(=O)N(C)C(C)C)c2Oc2ccccc2)c1 | -7% |
| Cc1noc([C@H]2CCN(Cc3cc(F)cc(F)c3)C[C@H]2NC(=O)C2CC2)n1 | i[5.79 µM] |
| CCOC(=O)c1ccc(-n2c(C)nc3c(cnn3-c3ccc(Cl)cc3)c2=O)cc1 | 15% |
| Cc1ccccc1C(=O)N1CCN(c2nc3ncccc3o2)CC1 | -23%[44.1 µM] |
| COCC(=O)N[C@@H]1CN(Cc2ccc(O)cc2)CC[C@@H]1CO | 13% |
| COc1ccc(-c2cc3c(ccn3C)c(C(=O)NCCC(N)=O)n2)cc1OC | -9%[44.1 µM] |
| O=C(CC1COCCN1)N1CCC2(CCC(=O)N(CCCn3ccnc3)C2)CC1 (stereo not given) | -4% |
| Cc1ccc(Cl)cc1NC(=O)N1CCC(OC2CCN(S(C)(=O)=O)CC2)CC1 | 111%[activator] |
| COc1ccc(C)cc1Nc1cc(C)nc(C)n1 | 4% |
| Cc1ccc(OCC(=O)NCC2CCCCC(=O)N2)cc1 (stereo not given) | 5% |
| CC(C)Oc1ccc(CNC(=O)c2ccc(Cn3ccn4nc5c(c4c3=O)CCCC5)cc2)cc1 | ? |

Sorted by SMILES length (descending): six of the compounds above.
| mol | Pf Dd2 inh |
| --- | --- |
| Cc1ccc(-c2cc3c(ccn3CC3CCN([S+](C)(=O)[O-])CC3)c(N3CCOCC3)n2)cn1 | i |
| CC(C)Oc1ccc(CNC(=O)c2ccc(Cn3ccn4nc5c(c4c3=O)CCCC5)cc2)cc1 | ? |
| Cc1ccc(Cl)cc1NC(=O)N1CCC(OC2CCN(S(C)(=O)=O)CC2)CC1 | 111%[activator] |
| O=C(CC1COCCN1)N1CCC2(CCC(=O)N(CCCn3ccnc3)C2)CC1 (stereo not given) | -4% |
| COc1cccc(CC(=O)N2CCC(CC(=O)NCc3ccccc3)C2)c1 (stereo not given) | i |
| CCOc1ccccc1-n1ccnc(NCc2ccc(F)cc2)c1=O | 23% |

Further results follow.
| mol | Pf Dd2 inh |
| --- | --- |
| O=C(C1CCCC1)N1CCCC(c2noc(COc3ccccc3F)n2)C1 (stereo not given) | i |
| O=C(Cc1c[nH]c2ncc(-c3cccc(O)c3)cc12)N1CCOCC1 | i |
| Cc1ccc(CN2C(=O)c3ccccc3Sc3ccc(C(=O)NCc4ccco4)cc32)cc1 | ? |
| O=C(c1ccc(Cl)cc1)N1CCC(N2CCCCCC2=O)CC1 | -11% |
| COc1ccc(C2c3c(n(C)c4ccccc34)C(=O)N2CC(=O)Nc2cccc(Cl)c2C)cc1 (stereo not given) | i |
| CCCn1cc(S(=O)(=O)c2ccccc2)c(=O)c2cc(F)c(N3CCCCC3)cc21 | ? |
| COc1ccccc1C(=O)N1CCCN(c2cc(-c3ccc(Cl)cc3)[nH]n2)CC1 | -22% |
| COc1ccc(C(=O)NCC(c2ccc3c(c2)OCO3)N2CCN(c3ccccc3F)CC2)cc1 (stereo not given) | ? |
| CCOC(=O)c1c(C)[nH]c(CCC(=O)Nc2ccccc2C(F)(F)F)c1C | -2% |
| O=C(O)c1cc(-c2ccc(C(F)(F)F)cc2)nc2n[nH]c(-c3ccccc3)c12 | -16% |
| COc1ccc(-c2ccc3ncc(Nc4cccc(O)c4)n3n2)cc1OC | ? |
| CC(=O)N1CC(CO)C2(CCN(C(=O)c3ccccc3Cl)CC2)C1 (stereo not given) | -11% |
| CN1C(=O)c2ccc(NC(=O)Cn3nc4c(cc3=O)CCCC4)cc2C1=O | -9% |
| COc1ccc(-c2noc([C@@H]3Cc4nc[nH]c4CN3C(=O)Nc3ccc(Cl)cc3)n2)cc1 | ? |
| Cc1cn(CC(=O)N2CC[C@@](C)(O)[C@@H](Cc3ccccc3)C2)c(=O)[nH]c1=O | -4% |
| COc1ccccc1CNC[C@H]1Cn2cc(-c3ccccc3OC)nc2CO1 | ? |
| Cc1ccccc1CN1CC[C@@H]2OCC(=O)N(c3ccccc3)[C@H]2CC1 | -17%[44.1 µM] |
| CCNC(=O)CCc1c(C)nn(-c2ccc(F)cc2)c1Oc1ccc(F)cc1F | i |
| CC(C)CN(CCCNC(=O)C1CCN(c2cnn(C)c(=O)c2)C1)CC(C)C (stereo not given) | ? |
| COc1ccc(Cn2nc(-c3ccccc3)nc2C2CCC(=O)NC2)cc1 (stereo not given) | -12% |
| COCc1ncc(CN2CC[C@@H](c3ccc4ccccc4c3)[C@H](O)C2)cn1 | ? |
| COc1ccc(C2C(C(N)=O)=C(C)Nc3nc(CCCO)nn32)cc1 (stereo not given) | 55%[activator] |
| O=C(NCc1ccccc1)c1cnc2n1CCN(CCCc1ccccc1)CC2 | 21%[44.1 µM] |
| COCCCn1c(=O)c2sccc2n2c(CCCC(=O)Nc3cccc(C(F)(F)F)c3)nnc12 | i |
| CC1CCN(S(=O)(=O)c2ccc3[nH]cc(C(=O)NCc4ccc(F)cc4)c(=O)c3c2)CC1 | -7% |
| CC(=O)c1c(C)nn(CCC(=O)N2CCC3(CC2)[C@H](O)C[C@@H]3O)c1C | 4% |
| CCCOC(=O)N1CCCC(C(=O)Nc2ccccc2-c2ccc(OC)cc2)C1 (stereo not given) | -21% |
| COc1cccc(-c2ccnc3nc(Cc4cc(F)cc(F)c4)nn23)c1 | 10µM* |
| COCc1noc([C@@H]2CN(Cc3cccc(C#N)c3)C[C@H]2COC)n1 | 9% |
| CCn1cc(CN2CCCC(c3nc(CCOc4cccc(C)c4)no3)C2)cn1 (stereo not given) | -20% |
| Cc1cc(OCC(=O)O)c(C)c2c1CC[C@@H]([C@H](C)C(=O)NCc1ccccc1)C2 | ? |
| CCCn1c2ccccc2c2cnn(CC(=O)NCCc3ccc(OCC)cc3)c(=O)c21 | 40%[activator] |
| CN1CCN(C(=O)C2(C)CCCc3cnc(Nc4ccccc4)nc32)CC1 (stereo not given) | ? |
| COc1ccc(-c2ccc3c(c2)C(=O)N2C[C@@H](NS(=O)(=O)c4ccc(F)cc4)C[C@H]2C(=O)N3)cc1 | -18% |
| CCCOc1ccc(CNC(=O)[C@@]23CCCC[C@H]2N(CCOC)C(=O)CC3)cc1 | -4% |
| CCOC(=O)c1ccc(NC(=O)C2=C(C)Nc3nc(SCc4ccc(Cl)cc4)nn3C2c2ccc(OC)cc2)cc1 (stereo not given) | -8% |
| COC(=O)Cn1c(CN2CCN(c3ccc(OC)cc3)CC2)nc2c1c(=O)[nH]c(=O)n2C | -1% |
| COc1ccccc1N1C(=O)N(CC(=O)C(C)(C)C)c2ccccc2S1(=O)=O | 15% |
| O=C1CC(c2ccccc2)N(C(=O)C2CC2)CCCCCCN1 (stereo not given) | -9% |
| Cc1ccc(Nc2c(-c3cc(Br)ccc3F)nc3cc(C)ccn23)cc1 | ? |
| CCOc1ccc(-n2c(=O)c3c(C)c(C)sc3n(Cc3ccc(C(C)(C)C)cc3)c2=O)cc1 | ? |
| CCCOc1ccc(CNC(=O)CN2CC3CC(C2)[C@H]2CCCC(=O)N2C3)cc1 (stereo not given in full) | -24% |
| COc1ccc(/C=C/c2nc(C#N)c(N3CCC(C)CC3)o2)cc1OC | -1% |
| Cn1ncc(N2CCC(C(=O)Nc3ccccc3CCc3ccccn3)C2)cc1=O (stereo not given) | -16% |
| O=C(NCC1CCN(c2cc(-c3ccc(F)cc3)[nH]n2)CC1)c1ccc[nH]1 | i |

Individual results from the results shown.
Reading for COc1ccc(C)cc1Nc1cc(C)nc(C)n1 in Pf Dd2 inh: 4%
Reading for O=C(CC1COCCN1)N1CCC2(CCC(=O)N(CCCn3ccnc3)C2)CC1 (stereo not given) in Pf Dd2 inh: -4%

The list continues:
| mol | Pf Dd2 inh |
| --- | --- |
| O=C(Cn1nc2c(cc1=O)CCCC2)NCCn1ccc2c(Cl)cccc21 | -16% |
| Cc1cccc(CN2CCNc3cc(Nc4cccnc4)ncc3C2)c1 | 5.6µM* |
| COc1cccc(CNCCCSc2nnnn2C)c1 | ? |
| CC1(C(=O)Nc2ccc(F)cc2)CN(Cc2ccccc2)Cc2ccc(N3CCOCC3)nc21 (stereo not given) | 6.3µM* |
| CC(C)c1ccc(OCC(=O)Nc2cc(-c3ccccc3)no2)cc1 | -16% |
| O=C(NCCCc1nc2ccc(F)cc2[nH]1)C1NCCc2[nH]cnc21 (stereo not given) | -7% |
| Cc1cccc(-c2noc(-c3cccnc3NCc3ccccc3Cl)n2)c1 | 28% |
| COc1cccc(CNC(=O)CSc2c3c(nc4cc(Cl)ccc24)CCCC3)c1 | ? |
| CN1Cc2ncnc(NCc3cccs3)c2CN(c2ccccc2)C1=O | 16% |
| COc1ccccc1OCCNC(=O)c1cn2ccnc(-c3ccccc3)c2n1 | ? |
| CCNc1nc2c(c(=O)[nH]c(=O)n2C)n1CC(O)COc1ccc(Cl)cc1Cl (stereo not given) | -13% |
| CCOCCOC1CCN(S(=O)(=O)c2cccc(OC)c2)CC1 | i |
| Cc1ccc(Cl)cc1N(C)C(=O)c1sc2nc3n(c(=O)c2c1C)CCCC3 | ? |
| CCc1n[nH]c(CC2CCN(C(=O)c3sc(C)nc3C)CC2)n1 | 10% |
| CCOC(=O)c1ccccc1NC(=O)NC(C)c1c(-n2cccc2)sc(C)c1C (stereo not given) | 11µM* |
| Cc1cn2nc(C(=O)NCc3cc(F)cc(F)c3)cc2c(N(C)Cc2ccccc2)n1 | ? |
| CCOc1ccc(NC(=O)CN(C)S(=O)(=O)c2ccc3[nH]c4c(c3c2)CCCC4)cc1 | ? |
| Cc1ccc(CNC(=O)c2ccc3c(c2)CN(C2CCC2)CCO3)cc1 | -17% |
| O=C(NC1C[C@H]2CC[C@@H](C1)N2C(=O)C1CCC1)c1ccncc1 (stereo not given in full) | 3% |
| CSc1ccc(CNC(=O)c2cc3cc(S(=O)(=O)N4CCCCC4)ccc3n2C)cc1 | -1% |
| O=C(c1cc(Br)cn2ccnc12)N1CCC(N2CCCCC2)CC1 | 6% |
| CCn1c(CN2CCOCC2)nc2cc(NC(=O)c3cccc([N+](=O)[O-])c3)ccc21 | ? |
| CC(=O)NCC(=O)N1CCC2(CN[S+](=O)([O-])c3cnccc3O2)C1 (stereo not given) | 8% |

These rows are one share of the data; count on the stated rates, not on these rows.
